# Assay outcomes: PubChem BioAssay, several laboratories
# NOD2 inhibition = NOD2 signaling inhibitors, cell-based, luminescence, uHTS, HEK293 (AID 1566); HEK293 NOD2/NF-kB luciferase reporter, luminescence; higher % means a stronger effect; inhibition, % at 4 µM, or EC50 in µM where a hit was titrated; 290,000 tested, 0.63% active; in the data active means inhibition above about 50%; further: many of its hits are not listed in these tables
# Dynein cargo inh = inhibitors of GR-EGFP nuclear translocation, primary screen, dynein cargo transport inhibitor project, imaging, high-content, 3617.4 mouse cells. test concentration mostly 20 µM; stimulated with dexamethasone, 1 µM; hits give low values. z-score, hits read low. 220,000 tested, 0.47% active. AID 1381, 2008;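 active means plate z-score of nuclear minus cytoplasmic receptor signal below a set negative limit, without overly bright fluorescence or cell loss, cut at about -3.5 in these data, passing the limit was not always enough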;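 further: z-score of nuclear minus cytoplasmic ring GR-EGFP intensity difference per well; some compounds called inactive have numbers as strong as hits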
#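 Also added – dexamethasone, 1.0 µM final · Buffer or medium – tet-free, stripped-serum medium · Schedule – induction 48 h, compound 1 h, agonist 30 min · Detection – formaldehyde fixation, Hoechst nuclear stain, 10x automated fluorescence imaging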
# bCat nuc transl = modulators of beta-catenin nuclear translocation, primary screen, imaging, HeLa cells, immunofluorescence, high-content; nuclear translocation activity, % at 5 µM; 190,000 tested, 0.3% active; AID 1665, 2009;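 active means nuclear translocation activity above 50% at 5 µM, with a well cell count of 50 or more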;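 further: per-cell ratio of nuclear to cytoplasmic median beta-catenin stain intensity; plate controls were DMSO negative control for no effect and GSK-3 inhibitor IX positive control for full effect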
#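 Assay system: human HeLa cells, native beta-catenin; doses: 5 µM primary, 0.02–20 µM confirmation; incubation: compound treatment 24 h, 37°C, 5% CO2; technique: fluorescence imaging of beta-catenin antibody stain plus DAPI; measure: % activation, nuclear-to-cytoplasmic median beta-catenin signal ratio per cell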
# WT yeast gro inh = growth inhibition of WT strain, primary screen, mitochondrial fusion inhibitor project, WT and mutant strains, chemical genetic; inhibition, % at 10 µM; AID 1362, 2008; 190,000 tested, 2.1% active; mitochondrial fusion phenotypic screen; in the data active means inhibition above about 58%; tested in S. cerevisiae
# Yfh1-depleted yeast = enhancers of respiration in Yfh1-depleted yeast, dose response, Friedreich's ataxia, plus single-dose screen (AID 1465) | 220,000 tested, 0.074% active | S. cerevisiae Yfh1-off respiration, WST-1 reduction, 72 h; higher fold induction means a stronger effect | fold induction at 50 µM, or EC50 in µM where a hit was titrated;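 active means fold induction of absorbance versus untreated yeast above a set limit, then at least 30% activation at any dose in follow-up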;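 further: activators that raise dye reduction in frataxin-depleted yeast; strong numbers were not always called active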
# MT stabilizer = microtubule stabilizers in HeLa cells, primary screen, imaging, high-content imaging; HeLa tubulin immunostaining HCS, 24 h; share of cells brighter than vehicle mean+2SD; % tubulin-high responders, % at 10 µM; 200,000 tested, 0.83% active; AID 2205, 2009;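 active means plate Z-score above 3 for both tubulin-high and condensed-nucleus cell shares, with cell loss under 80%, at 10 µM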;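 further: anti alpha tubulin signal scored within the nucleus-defined area of each cell; some results filed as inactive read as strong as hits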
# Ins promoter up = insulin promoter activators in MIN6 cells, imaging, high-content screening, mouse beta cells | MIN6 insulin promoter-GFP reporter; hits give high values | z-score at 5 µM | 190,000 tested, 0.3% active | AID 1625, 2009;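 active means z-score above 3 at 5 µM with at least 500 cells counted in the well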
# Hep lipid drop = inhibitors of hepatocyte lipid droplet formation, primary screen, imaging, high-throughput imaging, BODIPY stain. AML12 mouse hepatocytes, oleate lipid droplets. inhibition, % at 6.5 µM. 240,000 tested, 0.4% active. AID 1656, 2009;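 active means lipid droplet intensity inhibited by at least 50%, with more than 500 cells counted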
#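 Test system: AML12 hepatocytes (mouse); reagent: oleate loading, 100 µM; dosing: one dose, 6.5 µM compound; incubation: overnight exposure; signal: fluorescence imaging, 20x objective, two fields per well; read-out basis: % inhibition of corrected integrated BODIPY droplet signal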
# Autophagy HCS = autophagy modulators in MEF cells, primary screen, imaging, high-content, MEF GFP-LC3 | MEF GFP-LC3 puncta imaging; test concentration mostly 10 µM | calls only at 10 µM (by protocol) | 190,000 tested, 0.98% active | AID 463193, 2010;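 active means percentage of spot-positive cells more than 3 SD above its plate mean, without a fluorescence outlier flag or 80% toxicity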;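 further: spot-positive cell cutoff set from DMSO-treated cells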
# WT yeast gro inh mutant strain = recorded beside WT yeast gro inh, whose call it bears; inhibition, %; mitochondrial fusion phenotypic screen, mutant strain inhibition
# Dynein cargo inh cytoplasmic EGFP = second read-out of Dynein cargo inh, no call of its own (marks repeat the call); z-score; measured here: cytoplasmic GR-EGFP intensity; hits give high values
# Dynein cargo inh nuclear GR-EGFP = recorded beside Dynein cargo inh, whose call it bears; z-score; measured here: nuclear GR-EGFP intensity;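 lower value marks the stronger effect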
# Dynein cargo inh cell count = second read-out of Dynein cargo inh, no call of its own (marks repeat the call); z-score; measured here: cell count per field
# Ins promoter up cell count = second read-out of Ins promoter up, no call of its own (marks repeat the call); cell count; measured here: cytotoxicity, nuclei count;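 total cells summed across four imaged fields per well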
# Hep lipid drop cells 6.5 µM = further read-out of Hep lipid drop, marked with its call; cell count; measured here: cell count, cytotoxicity flag;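 cells counted across two imaged fields per well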
# bCat nuc transl cell count 5 µM = second read-out of bCat nuc transl, no call of its own (marks repeat the call); cell count; measured here: cell count, cytotoxicity flag
# MT stabilizer Hoechst-high % = further read-out of MT stabilizer, marked with its call; % Hoechst-high responders; measured here: nuclear condensation Hoechst responders;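 share of cells brighter than vehicle mean plus two SD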
# MT stabilizer cytotoxicity % = also measured in MT stabilizer; calls as there; toxicity, %; measured here: cytotoxicity by cell density;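 0% = mean cell density of plate MIN control wells and 100% = no cells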
# Autophagy HCS cell loss 18 h = recorded beside Autophagy HCS, whose call it bears; toxicity, %; measured here: cell loss, nuclei count;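 cell loss after 18 h compound exposure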
# Numbers without * were called inactive; i = inactive; nt = no result given. Some of the compounds tested (hit frequency here may not be typical).
SMILES,NOD2 inhibition,Dynein cargo inh,Dynein cargo inh cytoplasmic EGFP,Dynein cargo inh nuclear GR-EGFP,Dynein cargo inh cell count,bCat nuc transl,bCat nuc transl cell count 5 µM,WT yeast gro inh,WT yeast gro inh mutant strain,Yfh1-depleted yeast,MT stabilizer,MT stabilizer Hoechst-high %,MT stabilizer cytotoxicity %,Ins promoter up,Ins promoter up cell count,Hep lipid drop,Hep lipid drop cells 6.5 µM,Autophagy HCS,Autophagy HCS cell loss 18 h
Cc1cccc2cc(C(c3nnnn3Cc3ccccc3)N3CCN(C)CC3)c(=O)[nH]c12 (stereo not drawn),-6%,-0.26,-0.091,0.092,0.76,0.9,1145,-16,-9,i,3.8,2.3,2.0,0.29,1166,nt,nt,i,-10
Cc1ccccc1CSCCNC(=O)CCSc1ccccc1,-14%,-0.66,-0.1,-0.52,0.94,4.0,1384,1,3,i,1.8,2.3,2.6,-0.18,1418,nt,nt,i,-2
COc1ccc(NC(=O)CSc2nnc(Cc3cccn3C)n2-c2ccc(F)cc2)cc1,-6%,-0.17,-0.097,0.034,-0.76,-1.9,1099,-3,0,i,8.3,1.3,5.0,-0.64,1199,0,717,nt,nt
COc1ccc(N2CCCn3c2nc2c3c(=O)n(CCc3ccccc3)c(=O)n2C)cc1,24%,nt,nt,nt,nt,-3.3,911,nt,nt,i,nt,nt,nt,0.29,1246,nt,nt,nt,nt
Cc1ccc(N(CC(=O)NC2CCCC2)C(=O)CCCC(=O)Nc2ccccn2)cc1C,4%,0.77,0.24,0.18,-1.4,0.9,1179,4,-2,i,6.2,2.0,17,-0.47,945,6,732,i,43
COC(=O)C1=C(C)N(CCc2ccc(OC)c(OC)c2)C(=O)C1,-10%,-0.74,-0.19,-0.45,1.3,-1.5,1154,8,15,i,2.2,2.5,5.3,-0.05,915,-2,788,i,-2
CCn1c(CNc2ccccc2Cl)nnc1SCCN1CCCCC1,22%,-0.58,-0.2,-0.37,1,1.1,793,-1,-10,i,1.6,1.4,6.9,-0.52,1013,nt,nt,i,9
O=C(CSc1nnc(-c2ccc(Br)cc2)o1)Nc1cccc2ccccc12,3%,-0.92,-0.28,-0.98,0.13,-2.1,1176,11,0,i,3.1,0.9,3.8,1.4,1233,10,750,i,3
Cc1nc(=O)c(-c2ccccc2)c(C)n1CCCO,24%,2,-0.082,1.2,-1.7,-0.9,873,8,6,nt,2.5,1.1,4.2,1.6,1111,nt,nt,i,-2
Cc1cc(C)c(O)c(-c2cc(C(=O)Nc3cccnc3)[nH]n2)c1,-90%,-1,-0.21,-0.34,1.2,-1.8,1270,nt,nt,i,nt,nt,nt,0.48,1050,8,704,nt,nt
N#CCC(=O)N/N=C1\CCCCC1C1CCCCC1 (stereo not drawn),14%,0.32,-0.29,0.054,0.52,-0.2,1126,-5,1,i,3.3,2.9,9.1,0.16,1488,0,669,i,-8
C=CCOc1c2ccc(C(=O)N(CC)c3ccc(OC)cc3)cc2nn1C,6%,-0.15,-0.17,0.42,0.25,-0.7,1145,5,25,i,2.1,2.2,9.5,-0.72,1899,8,634,i,-35
COc1ccccc1CNC(=O)C1=CCN(S(=O)(=O)c2ccc(C)cc2)CC1,-9%,-0.22,-0.22,0.39,-0.22,-0.1,1309,nt,nt,i,nt,nt,nt,-0.39,1171,-8,748,nt,nt
O=C(COc1ccc(Br)cc1)N1CCCCCC1,-10%,-0.58,-0.41,-0.25,0.3,0.4,1123,nt,nt,i,2.0,1.7,3.7,-0.73,975,nt,nt,i,3
COc1ccc(OC)c(C2CC(=O)Nc3n[nH]c(-c4ccccc4)c32)c1 (stereo not drawn),6%,0.51,-0.23,0.85,-0.51,0.7,1492,-2,-7,i,3.3,2.3,7.0,nt,nt,-25,709,i,10
O=C(COc1ccc(S(=O)(=O)N2CCOCC2)cc1)Nc1ccc2c(c1)OCCO2,-14%,-1.1,-0.29,-0.64,1.5,nt,nt,-8,3,i,1.7,1.5,2.7,nt,nt,9,702,i,1
CC(C)Cc1nc2oc3c(NCCCN4CCOCC4)ncnc3c2c2c1CCC2,12%,2.4,1.2,1.8,-2.5,nt,nt,31,-6,i,2.2,2.1,6.3,nt,nt,nt,nt,i,2
CC(=O)Nc1ccc(Oc2cc(C#N)c(C#N)cc2N2CCOCC2)cc1,16%,-0.095,0.017,0.17,0.62,nt,nt,-18,0,i,2.0,1.7,8.1,0.97,996,22,803,i,7
O=C(O)c1c(-c2ccccc2)c2oc3ccccc3c2[nH]c1=O,-27%,-0.7,-0.46,-0.3,0.36,nt,nt,7,11,i,2.2,1.4,7.5,-0.01,1597,nt,nt,i,10
O=C(Oc1ccccc1OC(=O)N1CCOCC1)N1CCOCC1,-5%,-0.14,-0.093,0.0028,-0.024,-1.1,667,5,-17,nt,1.5,1.7,7.1,1.2,1045,nt,nt,i,-12
Cc1nn2cc(-c3ccccc3)nc2s1,-94%,0.73,-0.28,0.36,-0.44,-3.0,995,14,11,i,4.0,3.2,0.9,0.12,1219,nt,nt,i,-19
O=C(COC(=O)CCSc1ccccc1)NCc1ccccc1,0%,0.32,-0.032,-0.076,0.87,0.0,1107,3,16,i,4.0,2.1,5.0,-1.2,1330,-3,702,i,0
Fc1ccc(N/N=C2/CC(c3ccccc3)Oc3ccccc32)c(F)c1 (stereo not drawn),-64%,-0.33,-0.28,-0.5,0.4,nt,nt,53,36,i,2.7,2.0,6.4,1.1,1231,4,657,i,7
N/C(=N\OC(=O)c1cc(Cl)ccc1Cl)c1ccccn1,10%,0.32,-0.24,0.29,-0.0011,0.6,1135,6,24,i,5.3,1.0,6.9,-0.66,1089,2,573,i,5
CCc1nn(-c2ccccc2)c(N)c1C#N,-3%,-0.12,-0.33,0.7,0.3,nt,nt,2,-9,i,2.1,2.0,5.9,-0.29,1330,10,665,i,8
# Further records:
SMILES,NOD2 inhibition,Dynein cargo inh,Dynein cargo inh cytoplasmic EGFP,Dynein cargo inh nuclear GR-EGFP,Dynein cargo inh cell count,bCat nuc transl,bCat nuc transl cell count 5 µM,WT yeast gro inh,WT yeast gro inh mutant strain,Yfh1-depleted yeast,MT stabilizer,MT stabilizer Hoechst-high %,MT stabilizer cytotoxicity %,Ins promoter up,Ins promoter up cell count,Hep lipid drop,Hep lipid drop cells 6.5 µM,Autophagy HCS,Autophagy HCS cell loss 18 h
COc1ccccc1C(=O)N1CCN=C1c1ccccc1,-16%,-0.41,-0.24,-0.46,1.1,0.1,987,-5,1,i,4.5,2.3,3.5,0.25,1804,7,617,i,-2
COC(=O)c1cc2oc3ccccc3c2n1Cc1ccccn1,15%,0.1,-0.24,0.47,0.25,nt,nt,19,21,i,2.2,2.4,12,0.67,812,-1,747,i,-10
O=C(Cn1cnc2ccccc21)N1CCN(S(=O)(=O)c2ccccc2)CC1,4%,-0.045,-0.35,0.24,0.38,-4.6,1115,-7,16,i,7.5,2.9,5.9,-0.09,1339,1,683,i,-2
CC(=O)Nc1ccc(NC(=O)CCCN2C(=O)c3ccccc3C2=O)cc1,-9%,-0.58,0.39,-0.14,-0.027,1.9,877,2,6,i,5.7,1.3,8.6,0.15,1623,14,542,i,6
CCOC(=O)c1c(NC(=O)c2cccs2)sc(C(=O)N(C)C)c1C,21%,0.25,0.27,0.051,0.43,-3.5,1212,8,7,i,1.9,1.8,10,nt,nt,4,798,i,6
CCOC(=O)CC1C(=O)NC2CCCCC2N1C(=O)Nc1ccc(Cl)cc1 (stereo not drawn),-9%,0.24,-0.083,0.056,0.82,-0.8,1041,12,12,i,2.6,1.9,4.5,0.24,1277,-1,733,i,-4
S=c1[nH]nc(CCc2ccccc2)n1-c1ccc(Cl)cc1,25%,0.16,-0.35,0.38,0.25,-4.9,1108,33,24,i,4.4,1.7,9.2,-0.17,1594,2,736,i,29
O=C(CCCCCN1C(=O)c2ccccc2C1=O)Nc1ccc2c(c1)OCCO2,19%,3.1,0.13,1.8,-1.4,-3.1,1237,-10,-1,i,1.0,0.9,6.2,-0.74,1010,-13,753,i,-8
CCn1c(C)cc(/C=C2\NC(=O)N(CC(=O)Nc3ccc(F)cc3)C2=O)c1C,-5%,-0.37,-0.12,0.41,0.47,1.3,1353,-11,2,i,3.8,1.3,20,0.21,1479,-23,623,i,25

# Part of the list above in order of heavy-atom count, highest first.
SMILES,NOD2 inhibition,Dynein cargo inh,Dynein cargo inh cytoplasmic EGFP,Dynein cargo inh nuclear GR-EGFP,Dynein cargo inh cell count,bCat nuc transl,bCat nuc transl cell count 5 µM,WT yeast gro inh,WT yeast gro inh mutant strain,Yfh1-depleted yeast,MT stabilizer,MT stabilizer Hoechst-high %,MT stabilizer cytotoxicity %,Ins promoter up,Ins promoter up cell count,Hep lipid drop,Hep lipid drop cells 6.5 µM,Autophagy HCS,Autophagy HCS cell loss 18 h
O=C(CCCCCN1C(=O)c2ccccc2C1=O)Nc1ccc2c(c1)OCCO2,19%,3.1,0.13,1.8,-1.4,-3.1,1237,-10,-1,i,1.0,0.9,6.2,-0.74,1010,-13,753,i,-8
CCn1c(C)cc(/C=C2\NC(=O)N(CC(=O)Nc3ccc(F)cc3)C2=O)c1C,-5%,-0.37,-0.12,0.41,0.47,1.3,1353,-11,2,i,3.8,1.3,20,0.21,1479,-23,623,i,25
COc1ccccc1C(=O)N1CCN=C1c1ccccc1,-16%,-0.41,-0.24,-0.46,1.1,0.1,987,-5,1,i,4.5,2.3,3.5,0.25,1804,7,617,i,-2
